PLAP inhibition – PLAP enzyme inhibitors, biochemical, luminescence, HTS (AID 690); purified PLAP, luminescent substrate; higher % means a stronger effect; one-dose inhibition, % at 20 µM; IC50 in µM for titrated hits; 96,000 compounds, 0.08% hits; in the data active = a potency from the dose series; inactive = the rest, 99 in 100 with inhibition below about 30%; note: strong numbers were not always called active
IL1B NFkB inh – blocks IL-1B driven NFkB nuclear translocation in HUVEC cells. HUVEC IL-1B NFkB p65 nuclear translocation imaging. inhibition, % at 2 µM. 94,000 compounds, 0.43% hits. AID 796;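 active = inhibition above about 30% together with a positive call from visual inspection of the well image, limit read from the data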;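 note: nuclear over cytoplasmic p65 intensity ratio measured by imaging; 0% = IL-1B stimulated DMSO wells and 100% = unstimulated DMSO wells; values of inactives mirror those of a sister screen read the other way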
MRP resist rev – MRP-mediated drug resistance reversal; H69AR cells + 2 uM doxorubicin, CellTiter-Glo, 72 h; differential viability (reversal), % at 10 µM; 85,000 compounds, 0.04% hits; AID 602;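 active = viability drop by adding the cancer drug above about 55%, with treated viability meeting a 40% cutoff, limit read from the data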;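 note: viability without doxorubicin minus viability with 2 µM doxorubicin for each compound; larger differential means the compound sensitizes cells more to doxorubicin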
IL1B NFkB pot – enhances IL-1B driven NFkB nuclear translocation. 94,000 compounds, 0.3% hits. HUVEC IL-1B NFkB p65 nuclear translocation imaging. activation, % at 2 µM;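 active = activation above 40%, about the mean plus 3 SD, also judged a hit on visual image review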;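 note: percent activation is computed from the nuclear over cytoplasmic p65 intensity ratio; values of inactives mirror those of a sister screen read the other way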
Bcl-B displacement – displacers of TR3 peptide from Bcl-B, primary screen, selectivity assay for Bfl-1 inhibitor project, biochemical, fluorescence polarization; displacement, % at 20 µM, or IC50 in µM where a hit was titrated; 96,000 compounds, 0.11% hits; FP displacement of FITC-TR3 peptide from Bcl-B; higher % means a stronger effect;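 active = displacement above 50% at 20 µM plus a fluorescence interference ratio under 1.5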;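 note: plate controls were wells without compound for no effect and wells lacking Bcl-B protein for full effect; a part of the inactive calls stands beside numbers as strong as those of hits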
MRP resist rev cytotoxicity – further read-out of MRP resist rev, marked with its call; viability, %; H69AR cells, CellTiter-Glo, 72 h; measured here: cytotoxicity without doxorubicin
MRP resist rev with doxorubicin – second read-out of MRP resist rev, no call of its own (marks repeat the call); viability, %; measured here: viability with 2 uM doxorubicin; active compounds read low
IL1B NFkB inh cell count 2 µM – further read-out of IL1B NFkB inh, marked with its call; cell count; measured here: cells passing quality filter;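 raw number of nuclei counted in each imaged well without normalization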
IL1B NFkB pot cell count 2 µM – recorded beside IL1B NFkB pot, whose call it bears; cell count; measured here: cells passing quality filter
An asterisk follows results filed as active; . = not tested or not shown. Some of the compounds tested, so the mix of outcomes need not match the whole.

The opening two compounds, ahead of the listing:
SMILES	PLAP inhibition	IL1B NFkB inh	IL1B NFkB inh cell count 2 µM	MRP resist rev	MRP resist rev cytotoxicity	MRP resist rev with doxorubicin	IL1B NFkB pot	IL1B NFkB pot cell count 2 µM	Bcl-B displacement
Cc1c(-c2ccco2)[n+](=O)c2c(n1[O-])CCCCC2	6%	-8	156	-5	109	115	8	156	-3%
CN1CCN(C(=S)NC(=O)/C=C/c2cccc3ccccc23)CC1	-32%	1	152	.	.	.	-1	152	3%

The whole of this part, previewed entries included:
SMILES	PLAP inhibition	IL1B NFkB inh	IL1B NFkB inh cell count 2 µM	MRP resist rev	MRP resist rev cytotoxicity	MRP resist rev with doxorubicin	IL1B NFkB pot	IL1B NFkB pot cell count 2 µM	Bcl-B displacement
Cc1c(-c2ccco2)[n+](=O)c2c(n1[O-])CCCCC2	6%	-8	156	-5	109	115	8	156	-3%
CN1CCN(C(=S)NC(=O)/C=C/c2cccc3ccccc23)CC1	-32%	1	152	.	.	.	-1	152	3%
CCOC(=O)NC(=O)COC(=O)Cc1cc(OC)c(OC)c(OC)c1	-14%	-1	61	-17	87	104	1	61	-3%
COc1ccc(S(=O)(=O)NCc2ccc3c(c2)OCO3)cc1C	44%	5	98	18	102	84	-5	98	-2%
O=C(c1ccncc1)N1C2C=CC(C2)C1(C(F)(F)F)C(F)(F)F (configuration not stated)	-17%	-10	82	7	91	84	10	82	-4%
Cc1cccc(C(=O)Nc2nnc(-c3ccc(C(C)(C)C)cc3)s2)c1	-9%	-13	117	.	.	.	13	117	1%
CCOC(=O)Cc1c(C)nc2cc(C)nn2c1C	.	-19	94	-10	87	96	19	94	.
Cc1cc(S(=O)(=O)NCc2cccnc2)ccc1-n1cnnn1	18%	-11	194	4	101	96	11	194	4%
CCCn1c(SCC(=O)Nc2nc3ccccc3s2)nc2c1c(=O)n(C)c(=O)n2C	28%	1	138	5	69	64	-1	138	-11%
O=C(Nc1ccc(Cl)c(Cl)c1)N(Cc1cccnc1)Cc1ccco1	13%	-18	141	7	77	71	18	141	-1%
CN1CCN(C(=O)CN(CCc2ccccc2)S(C)(=O)=O)CC1	-10%	-7	127	0	98	98	7	127	-6%
CC(C)CN(C(=O)CSc1nnc2ccccn12)c1c(N)n(CC(C)C)c(=O)[nH]c1=O	-5%	-16	152	22	96	73	16	152	45%
CC1CCCN(CCC(=O)c2ccc(Br)cc2)C1 (configuration not stated)	5%	-9	151	.	.	.	9	151	0%
Cn1c(SCc2cccc(C(F)(F)F)c2)nnc1-c1ccco1	-22%	0	113	.	.	.	0	113	8%
O=c1cc(CSc2ccccn2)c2ccccc2[nH]1	22%	0	100	2	90	87	0	100	-2%
CN(C)S(=O)(=O)N(CC(=O)Nc1cccc(F)c1)c1ccccc1	20%	14	197	19	99	80	-14	197	10%
COC(=O)Nc1cc(C)nc2ccccc12	-4%	-19	189	-5	87	93	19	189	10%
Clc1ccc(-c2nnc(-c3ccc(Br)cc3)c(N3CCSCC3)n2)cc1	-8%	-6	117	.	.	.	6	117	-42%
COc1ccc2c(c1)c(=O)oc1c(C)c3occ(C)c3cc12	.	-12	143	-13	35	47	12	143	.
Cn1c(SCC(=O)c2cccs2)nnc1-c1ccco1	-16%	6	67	-14	85	98	-5	67	11%

Quoted at random: 2 entries already listed
SMILES	PLAP inhibition	IL1B NFkB inh	IL1B NFkB inh cell count 2 µM	MRP resist rev	MRP resist rev cytotoxicity	MRP resist rev with doxorubicin	IL1B NFkB pot	IL1B NFkB pot cell count 2 µM	Bcl-B displacement
CC1CCCN(CCC(=O)c2ccc(Br)cc2)C1 (configuration not stated)	5%	-9	151	.	.	.	9	151	0%
COc1ccc2c(c1)c(=O)oc1c(C)c3occ(C)c3cc12	.	-12	143	-13	35	47	12	143	.

Next compounds follow:
SMILES	PLAP inhibition	IL1B NFkB inh	IL1B NFkB inh cell count 2 µM	MRP resist rev	MRP resist rev cytotoxicity	MRP resist rev with doxorubicin	IL1B NFkB pot	IL1B NFkB pot cell count 2 µM	Bcl-B displacement
Cc1cc2c(c(=O)n1Cc1ccco1)C(c1cccnc1)C(C#N)=C(N)O2 (configuration not stated)	22%	-4	86	-10	79	89	4	86	-2%
CCC(OC(=O)c1ccco1)C(=O)NCc1ccco1 (configuration not stated)	2%	-15	153	.	.	.	15	153	12%
O=c1[nH]ncc(N/N=C/c2ccccc2)c1Cl	16%	3	137	-3	85	88	-3	137	3%
Cn1c(=O)c2c(nc(NCCNC(=O)c3ccco3)n2Cc2ccccc2Cl)n(C)c1=O	15%	-2	143	-9	61	70	2	143	4%
CN(C)CCOCCP(=O)(c1ccccc1)c1ccccc1	-36%	1	199	-3	92	95	-1	199	-2%
CC(=O)N1CCN=C1SCc1ccc(Cl)cc1	-6%	.	.	6	93	88	.	.	3%
C/C(=N/OC(=O)c1ccc(C)cc1)c1cccs1	5%	-5	121	.	.	.	5	121	1%
Cc1nn(-c2cc(C)c3ccccc3n2)c2c1C1C(C2)C1(C)C (configuration not stated)	.	-35	142	-5	88	93	35	142	.
CC(C)(C)NS(=O)(=O)c1ccc(-c2csnn2)s1	6%	-8	104	-5	79	83	8	104	-4%
CC1(C)CC(=O)C2=C(C1)OC1=C(C(=O)CC(C)(C)C1)C2c1ccc(O)cc1O	-30%	-10	126	0	2	2	10	126	-8%
Cn1c(=O)c2ncn(CC(=O)Nc3ccc4oc(-c5cccc6ccccc56)nc4c3)c2n(C)c1=O	.	2	166	-5	101	106	-2	166	.
C/C(=N\c1nc2ccccc2n1C)c1cc(Cl)ccc1O	9%	23	148	.	.	.	-23	148	-23%
CCOc1ccc2nc(NC(=O)CSc3ccc(Cl)cc3)sc2c1	24%	-3	169	-11	75	86	3	169	7%
O=C(Nc1ccc2c(c1)OCO2)c1ccncc1	14%	4	119	-29	98	126	-4	119	2%
CCN(CC)c1ccc(NC(=O)CN2CCN(CC(=O)Nc3ccccc3F)CC2)cc1	-42%	-19	127	8	86	77	19	127	3%
CCOc1ccc(-c2nc(CSCC(=O)NCc3ccco3)c(C)o2)cc1	-43%	.	.	.	.	.	.	.	-5%
O=C(NC1CCCCC1)c1cccc(Cn2cc(Cl)cn2)c1	15%	9	135	8	102	94	-9	135	7%
CCOC(=O)Cc1csc(NC(=O)C2C3C=CC(C3)C2C(=O)O)n1 (configuration not stated)	-25%	-8	129	7	90	83	8	129	-9%
COc1ccc(C2/C(=C(/O)c3ccccc3)C(=O)C(=O)N2CO)cc1 (configuration not stated)	4%	-4	100	10	100	90	4	100	-3%
O=C(Oc1ccc(-c2nnco2)cc1)N1CCCCC1	0%	-5	107	-4	90	94	5	107	-10%
O=C(Nc1cccc(F)c1)NC1(C(=O)N2CCN3CCCC3C2)CCCCC1 (configuration not stated)	.	-11	119	5	91	85	11	119	.
COc1ccc2c(c1)C(C)=CC(C)(C)N2C(=O)Nc1ccccc1	.	-14	76	-4	91	95	14	76	.
O=S(=O)(c1cc(Cl)ccc1Cl)N1CCNCC1	13%	1	149	7	101	94	-1	149	-3%
CCCn1cc(NC(=O)c2cc(-c3ccccc3)on2)cn1	27%	2	162	-9	76	86	-1	162	4%
CC1(C)Oc2ccc(C(=O)NC3CCCC3)cc2N(CC(=O)N2CCOCC2)C1=O	8%	2	98	-5	94	99	-2	98	5%
Cc1ccc2cc3cc(C(=O)N4CC(C)CC(C)C4)oc3nc2c1 (configuration not stated)	.	10	168	0	69	69	-9	168	.
COc1ccc2[nH]cc(C(=O)CN3CCCCC3)c2c1	18%	8	191	16	89	73	-8	191	3%
CCOC(=O)CCN(Cc1cccs1)S(=O)(=O)c1ccc(Cl)cc1	16%	-20	143	.	.	.	20	143	-1%
COc1ccc(/C=N/NS(=O)(=O)c2ccccc2)cc1OC(=O)c1ccc(C)cc1	-33%	4	98	.	.	.	-4	98	-4%
O=C(NCc1ccco1)C1OCCc2ccccc21 (configuration not stated)	-51%	9	97	.	.	.	-9	97	14%
Fc1ccc(CSc2nnc(-c3cc4c(s3)-c3ccccc3CC4)o2)cc1	6%	-20	188	.	.	.	20	188	2%
CCN(CC)CCCN1C(=O)C(O)=C(C(=O)c2ccco2)C1c1cc(OC)ccc1OC (configuration not stated)	1%	.	.	-8	92	100	.	.	0%
O=c1[nH]nc(Cc2ccc(-c3cccc(Cl)c3)o2)c2ccccc12	-13%	4	134	.	.	.	-3	134	3%
CC1(C)Cc2cccc(OCC(=O)N3CCN(S(=O)(=O)c4ccccc4F)CC3)c2O1	-65%	-21	195	-1	98	100	21	195	-3%
CCOc1ccccc1C1C(C#N)=C(N)Oc2cc(N)ccc21 (configuration not stated)	22%	-4	179	-26	45	71	4	179	0%
Cc1nnc(SCC(=O)N(Cc2ccccc2)C(C)C)n1-c1ccccc1	-4%	-5	56	-41	42	84	5	56	-3%
Cc1cc(N2CCN(c3nc4ccccc4s3)CC2)n2ncnc2n1	-36%	7	173	-20	62	82	-7	173	1%
O=C1Nc2cc(S(=O)(=O)N3CCCC3)ccc2N2CCCC12 (configuration not stated)	-34%	-28	100	.	.	.	28	100	-3%
Cc1c(NC(=O)c2ccc3c4c(cccc24)CC3)c(=O)n(-c2ccccc2)n1C	17%	4	132	4	97	93	-8	67	-8%
Cc1ccc(C)c(NC(=S)NCCc2ccc(S(N)(=O)=O)cc2)c1	.	-6	132	.	.	.	6	132	.
c1ccc(Oc2nc(NCc3ccco3)nc(NCc3ccco3)n2)cc1	-19%	-8	74	-2	48	51	8	74	-9%
COc1ccc(N2C(=O)NC3CC2(C)Oc2ccc(Br)cc23)cc1OC (configuration not stated)	-38%	-8	136	-22	38	60	8	136	0%
Cc1ccc(Oc2ccc(OCC(=O)OC3CCS(=O)(=O)C3)cc2)cc1 (configuration not stated)	.	2	126	16	106	90	-2	126	.
CC(C)(C)OC(=O)N[C@@H](Cc1ccccc1)C(=O)N1CCC(C(=O)O)CC1	10%	-2	170	13	106	92	2	170	1%
COc1cc2sc(C)nc2c2sccc12	5%	.	.	11	85	74	.	.	-5%
CCOC(=O)c1cc(NC(=O)OC)c(C)nc1C	5%	.	.	.	.	.	.	.	-13%
Cc1ccccc1S(=O)(=O)Cc1ccc(C(=O)O)o1	-26%	-10	193	0	102	102	10	193	7%
O=C1COc2ccc(C(=O)COC(=O)CCc3ccc(S(=O)(=O)N4CCOCC4)cc3)cc2N1	-1%	-7	106	-2	86	89	7	106	6%
FC(F)(F)c1cc(-c2ccccc2)nc(N2CCCCC2)n1	13%	1	100	2	86	84	-1	100	-9%
COc1cc(C(=O)Nc2cccc3cccnc23)cc(OC)c1OC	-33%	39*	184*	-16	71	87	-39	184	0%

(cont.)
SMILES	PLAP inhibition	IL1B NFkB inh	IL1B NFkB inh cell count 2 µM	MRP resist rev	MRP resist rev cytotoxicity	MRP resist rev with doxorubicin	IL1B NFkB pot	IL1B NFkB pot cell count 2 µM	Bcl-B displacement
CCOc1ccc(C(C)(C)C)cc1S(=O)(=O)N1CCOCC1	-32%	6	129	-3	80	82	-6	129	-8%
O=C(NCCSc1ccccc1)c1cncc(Br)c1	1%	-2	196	2	100	98	2	196	-2%
CC(=O)c1ccc(NC(=O)Nc2ncn(Cc3cccc(C)c3)n2)cc1	.	-19	136	12	77	65	19	136	.
COc1ccc(CCCC(=O)O)c(C)c1	.	8	109	-4	91	95	-8	109	.
NC(=O)c1ccccc1N/C=C/C(=O)c1ccc(Cl)cc1Cl	8%	-4	162	-5	65	71	4	162	1%
Cc1cc(C)c2c(-n3cccc3)c(C(=O)O)sc2n1	.	2	137	12	106	94	-2	137	8%
CCn1c(/C=C2\C(=O)N(C)c3ccccc32)nc2ccccc2c1=O	1%	3	97	.	.	.	-3	97	13%
Cc1sc(-n2cccc2)c(C(=O)O)c1C	2%	3	99	0	99	99	-3	99	22%
O=C(CCn1nnc2ccccc21)Nc1nnc(-c2ccccc2F)s1	-3%	-17	130	-6	80	86	17	130	3%
CS(=O)(=O)N(CCC(=O)O)Cc1ccccc1	3%	5	203	12	94	83	-5	203	3%
CCCOc1ccc(Br)cc1/C=N/O	-4%	1	175	-4	83	87	-1	175	-4%
CC(C)(C)c1cc(C(=O)NCc2ccco2)ccn1	-3%	-9	130	7	98	91	9	130	2%
CC(CC(C)C(=O)N1CCOCCN(C(=O)C(C)CC(C)C(=O)O)CCOCC1)C(=O)O (configuration not stated)	9%	-3	164	-14	96	111	3	164	-4%
